# KKLEB cytotox: cytotoxicity in KKLEB CF airway cells, primary screen, cytotoxicity control for CF NF-kB inhibitor project, cell-based, uHTS, fluorescence assay plates; KKLEB CF airway cells viability, ATPlite luminescence, overnight; hits give low values; cells stimulated with P. aeruginosa culture filtrate; activity change (cytotoxicity), % at 5 µM; 0.36% of 360,000 active; AID 602141, 2011;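 active means corrected activity change at or below -50% at 5 µM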
# Shn3 inh set2: reduction of Shn3 3'UTR firefly luciferase signal, primary screen, Schnurri-3 inhibitor project, cell-based, Clone20 osteoblasts, set 2; 0.52% of 360,000 active; inhibition, % at 12.5 µM; Clone20 osteoblast Shn3 3'UTR firefly luciferase, 24 h; AID 588674, 2011;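 active means mean inhibition of at least 75% with every replicate also reaching 75%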;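 further: 0% = median of neutral control wells and 100% = pilot-screen positive control compound; some compounds past the cut are filed as inactive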
# Peg3 promoter: Peg3 promoter-driven luciferase inhibitors, primary screen, cell-based, HeLa, luciferase luminescence. 1.7% of 360,000 active. AID 588405, 2011. inhibition, % at 20 µM. HeLa PEG-Prom luciferase reporter, overnight;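 active means inhibition of at least 50% at 20 µM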
# HIF-2a inh: HIF-2a reporter inhibitors, primary screen, luminescence, 786-0 RCC cells. 786-0 RCC cells HIF-2a reporter, luciferase luminescence, overnight. inhibition, % at 18.8 µM. 0.72% of 360,000 active;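 active means inhibition of the luminescence signal of 40% or more relative to plate controls, in a single-dose primary screen at 18.75 µM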
# aDG glyco up: activators of alpha-DG glycosylation, primary screen, uHTS, Pro5-aDG cells, AlphaScreen. alpha-DG glycosylation AlphaScreen (IIH6); 0% Pro5, 100% B10-LARGE cell signal. activation, % at 10 µM. 0.22% of 360,000 active;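 active means activation of at least 8% versus controls, or a plate z-score of at least 8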;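 further: Pro5 are CHO cells carrying HIG-tagged alpha-DG that lacks glycosylation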
# CF NFkB inh: inhibitors of PAF-induced NF-kB signaling, primary screen, cell-based, GFP fluorescence, uHTS. KKLEB NF-kB-GFP reporter, GFP fluorescence overnight. inhibition, % at 5 µM. 0.86% of 360,000 active. AID 588850, 2011;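 active means at least 50% inhibition at 5 µM, scaled per plate between neutral and stimulator controls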;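 further: PAF is a Pseudomonas aeruginosa culture filtrate used as stimulus; plate controls were PAF-stimulated DMSO wells for no effect and unstimulated DMSO wells for full effect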
# hiPSC survival: enhancers of single-cell hiPSC survival, primary screen, ATPlite luminescence; 100% = ROCK inhibitor wells, 0% = DMSO; survival enhancement, % at 20 µM; 0.044% of 360,000 active; in the data active means survival enhancement above about 18%;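 further: cells exposed to compounds for 16 hours before the ATP read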
# TWEAK Fn14 block: inhibitors of TWEAK-Fn14 signaling, primary screen, luciferase reporter cells, uHTS; TWEAK-stimulated Fn14 reporter cells, luciferase luminescence, 8 h; inhibition, % at 10 µM; 2% of 360,000 active; AID 1159606, 2016; in the data active means inhibition above about 50%
# NR2E3 ag-1: NR2E3 agonists in two-hybrid cells, primary screen, cell-based, luminescence, CHO-S, Gal4-NCOR/VP16-NR2E3 | Photoreceptor-specific nuclear receptor (Homo sapiens), Q9Y5X4 | luciferase | inhibition of corepressor binding, % at 3.98 µM | 0.35% of 360,000 active | AID 602229, 2012;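 active means inhibition above the mean of all tested compounds plus 3 SD, cut at about 70% in these data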;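 further: 0% = DMSO with NR2E3 transfected cells and 100% = cells lacking NR2E3 construct; higher means lower luciferase signal from less NR2E3 corepressor binding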
# Target sequence (Q9Y5X4 whole entry, looked up, the tested form may be a part): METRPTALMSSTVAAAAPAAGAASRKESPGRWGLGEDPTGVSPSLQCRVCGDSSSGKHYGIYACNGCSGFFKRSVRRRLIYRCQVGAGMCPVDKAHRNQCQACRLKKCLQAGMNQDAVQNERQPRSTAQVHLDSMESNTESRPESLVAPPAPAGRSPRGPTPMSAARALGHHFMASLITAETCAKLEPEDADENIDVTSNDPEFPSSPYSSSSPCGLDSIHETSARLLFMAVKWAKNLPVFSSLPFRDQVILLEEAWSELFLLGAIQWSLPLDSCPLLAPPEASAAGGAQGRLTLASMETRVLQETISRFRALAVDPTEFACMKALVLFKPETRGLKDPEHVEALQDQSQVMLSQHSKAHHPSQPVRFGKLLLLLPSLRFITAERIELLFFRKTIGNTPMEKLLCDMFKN
# MITF TRPM1 inh: inhibitors of MITF-dependent TRPM1 promoter reporter, primary screen, cell-based, SK-MEL-5, single point, luciferase. SK-MEL-5 TRPM1 promoter luciferase, 24 h. inhibition, % at 12.5 µM. 0.83% of 330,000 active;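 active means mean inhibition across replicates of 60% or more, whatever share of single replicates reaches that level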; further: values of inactives mirror those of a sister screen read the other way
# NR2E3 ag-2: inhibitors of NR2E3-RetCOR corepressor binding, primary screen, NR2E3 agonist project, biochemical, TR-FRET, GST-NR2E3, biotin-RetCOR; Photoreceptor-specific nuclear receptor (Homo sapiens), Q9Y5X4; 1536-well; AID 2300, 2010; 0.12% of 320,000 active; inhibition of corepressor binding, % at 4.78 µM;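 active means percent inhibition above the cutoff of mean plus 3 SD of all tested compounds, set per screening campaign, cut at about 20% in these data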;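 further: 0% = DMSO wells and 100% = biotin wells as full block of FRET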
#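 System: GST-tagged NR2E3 plus biotinylated RetCOR corepressor; Amount: 1.35 nM GST-tagged NR2E3 final; Dosing: single nominal compound dose of 4.8 µM; Schedule: 5 h incubation at 4 °C; Technique: TR-FRET with europium anti-GST and streptavidin-D2, 340 nm excitation; Controls: biotin wells as high control, 0.6% DMSO wells as low control.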
# An asterisk follows results filed as active; · = no result given.
canonical_smiles	KKLEB cytotox	Shn3 inh set2	Peg3 promoter	HIF-2a inh	aDG glyco up	CF NFkB inh	hiPSC survival	TWEAK Fn14 block	NR2E3 ag-1	MITF TRPM1 inh	NR2E3 ag-2
COc1ccc(OCC(=O)Nc2ccc(S(=O)(=O)Nc3cc(C)nc(C)n3)cc2)cc1	1	-10	8	9	0.4	-5	-1.0	-13	-37	9	1
O=C(NCCCCc1ccccc1)c1ccc(Br)o1	0	-19	-4	-42	0.2	15	1.3	-8	5	-4	-1
Cc1nn(-c2ccccc2)c(Cl)c1/C=N/NC(=O)OC(C)(C)C	-13	-18	-181	-258	0.0	5	-0.3	8	-79	-57	0
CC1CN(C(=O)c2cccs2)CC(C)O1 (centres undefined)	17	50	13	12	-0.4	-6	0.4	10	0	3	0
CCCCNC(=O)c1cc(C)nn1-c1ccccc1	4	-2	-4	-4	-0.1	-13	-0.1	0	-2	11	1
O=C(NC1=C(Nc2ccc(F)cc2)C(=O)c2ccccc2C1=O)c1ccc(Cl)cc1	-16	1	-74	-32	5.4*	33	-0.9	1	-13	30	0
O=[N+]([O-])c1nc2ccccc2[nH]1	11	-14	-5	-1	0.0	-14	2.1	21	-8	-5	·
CC(C)(C)C(=O)Nc1ccccc1C(=O)NCCCn1ccnc1	-1	-16	7	12	-0.3	4	0.9	-29	1	2	2
COC(=O)[C@]1(Cc2ccccc2)N[C@H](CN(C)C(=O)Nc2ccc(Cl)cc2)[C@@H]2C(=O)N(Cc3ccccc3)C(=O)[C@@H]21	-2	-11	-67	-153	0.1	8	-1.3	-5	-28	-15	·
CCc1sc(C(=O)NC)cc1Br	7	-9	-4	18	-0.1	-6	3.2	9	12	1	5
CCC(C)NC(=O)C1CCN(S(=O)(=O)c2ccc3[nH]c(=O)ccc3c2)CC1 (centres undefined)	1	0	6	1	0.0	0	1.8	-5	-11	-6	3
Cc1ccc(S(=O)(=O)NNC(=O)c2sc(NS(=O)(=O)c3ccccc3)nc2C)cc1	10	0	11	5	-0.1	-5	0.0	11	-9	-3	5
OCc1ccccc1OCCOc1ccc(Cl)c2cccnc12	-2	-33	-156	-211	0.2	-22	0.7	-52	-88	-17	-4
Cc1cc(F)ccc1-c1cc(C(=O)NCC2CCCCC2)[nH]n1	-6	10	-31	-92	0.0	10	-2.5	1	-1	·	·
CC(=O)c1ccc(Nc2nc(C(N)Cc3ccc(Cl)cc3)cs2)cc1 (centres undefined)	-17	9	56*	1	4.0	-19	-1.1	-54	5	·	·
CN(C)S(=O)(=O)c1cccc(NC(=O)c2cc(=O)[nH]c3ccccc23)c1	-7	-10	11	15	-0.9	-9	-1.4	15	-12	13	-2
COc1cccc2sc(/N=C/N(C)C)nc12	13	·	-14	-20	-0.1	-10	0.9	-9	-28	6	0
O=c1c2ccccc2nc2ccc(NCc3cccs3)nn12	7	-60	-236	-243	-0.3	-16	-1.0	-10	-70	-60	1
CCCCc1c(Cc2ccccc2)ncn1CCc1ccccc1OC	·	·	·	-2	1.3	·	0.3	1	21	·	·
O=C(COC(=O)c1ccc(-c2nnc(-c3ccccc3)o2)cc1)c1ccccc1	1	-34	-94	-116	-0.2	-3	-1.6	-31	-29	-30	-1
Cc1ccc2[nH]c(=O)c(C(c3nnnn3Cc3ccccc3)N3CCc4ccccc43)cc2c1 (centres undefined)	-2	-12	14	13	0.1	3	0.6	11	-15	-1	-4
COc1ccc(NC(=O)C2CCCN2S(=O)(=O)c2ccc3c(c2)CC(C)N3C(C)=O)cc1OC (centres undefined)	-19	-14	13	3	-0.4	25	0.4	-13	8	-10	1
CCc1sc(C(=O)Nc2nc(C)cs2)cc1C	-1	-19	-208	-101	0.1	-7	-0.7	4	-163	-28	·
Cc1cc2nc(-c3cccc(Cl)c3)c(Cc3ccccc3)n2c(C)c1Br	-4	0	-23	-55	-0.1	-13	-2.1	-13	60	·	·
COc1cc(S(=O)(=O)N2CCOCC2)ccc1NC(=O)COC(=O)c1cc(OC)c(OC)c(OC)c1	8	0	1	12	0.1	-12	-0.5	7	18	·	·
O=C(NN1C(=O)c2ccccc2NC1c1ccc([N+](=O)[O-])o1)c1ccc(Br)cc1 (centres undefined)	1	-8	0	-20	0.2	6	1.4	14	-1	4	2
CCCC1OC23CCCCC2C(C#N)(C#N)C1(C#N)C(=N)O3 (centres undefined)	4	-8	-11	14	0.5	8	-1.1	10	-37	19	2
Cn1cc(/C=C(\NC(=O)c2ccccc2)C(=O)N2CCOCC2)c2ccccc21	7	22	5	12	-0.5	-22	0.1	-6	-2	26	1
O=S(=O)(Nc1c(F)cccc1F)c1ccc(Cl)nc1	5	20	-4	23	-0.1	9	-0.4	10	-10	4	2
Cc1nn(C)c(Cl)c1CN1CCCC(CCC(=O)NCc2ccccc2F)C1 (centres undefined)	1	0	3	8	0.0	17	-1.2	-6	-3	3	0
COC(=O)c1ccc(Nc2cc(C)nc(-c3ccccc3O)n2)cc1	-2	-2	-7	-16	0.0	-12	-2.1	-2	-20	-10	1
Cc1ccc(NC(=O)c2ccc3c(c2)OCO3)cc1Cl	4	-100	-344	-308	0.1	-10	0.0	17	-147	-54	-1
CCc1cc(Br)ccc1NC(=S)NCCc1ccccc1	4	-14	25	-3	0.7	-10	-0.3	-7	0	-11	·
O=C(O)CC(Cc1ccc(Cl)cc1)C(=O)NCc1ccccc1 (centres undefined)	-24	-6	-2	5	0.0	-17	2.0	-8	-3	-13	-2
COc1cc(C2CC(=O)N(CC(=O)NCC3CCCO3)c3ccccc3S2)cc(OC)c1OC (centres undefined)	1	7	4	19	-0.1	1	-1.8	-10	0	-1	3
O=C(CCC(=O)N1CCOc2ccccc21)Nc1ccccc1Cl	25	-12	10	3	0.6	-14	-1.1	9	8	·	2

# Ordered by the number under TWEAK Fn14 block (ascending): 3 of the compounds above
Molecule | Shn3 inh set2 | Peg3 promoter | HIF-2a inh | aDG glyco up | CF NFkB inh | TWEAK Fn14 block | NR2E3 ag-1 | MITF TRPM1 inh | NR2E3 ag-2
CCc1cc(Br)ccc1NC(=S)NCCc1ccccc1 | -14 | 25 | -3 | 0.7 | -10 | -7 | 0 | -11 | ·
Cn1cc(/C=C(\NC(=O)c2ccccc2)C(=O)N2CCOCC2)c2ccccc21 | 22 | 5 | 12 | -0.5 | -22 | -6 | -2 | 26 | 1
O=C(CCC(=O)N1CCOc2ccccc21)Nc1ccccc1Cl | -12 | 10 | 3 | 0.6 | -14 | 9 | 8 | · | 2

# Later entries
canonical_smiles	KKLEB cytotox	Shn3 inh set2	Peg3 promoter	HIF-2a inh	aDG glyco up	CF NFkB inh	hiPSC survival	TWEAK Fn14 block	NR2E3 ag-1	MITF TRPM1 inh	NR2E3 ag-2
COc1ccc(C2=CC(=O)C[C@H](c3ccc4c(c3)OCO4)C2)cc1	-14	-4	-14	-42	0.2	-6	0.8	-13	-10	-3	2
Cn1c(=O)n(C)c2cc(NC(=O)CSc3nc4ccccc4c(=O)[nH]3)ccc21	-5	23	18	13	0.0	-13	0.4	21	-8	-13	0
CCCC(C(=O)NC(C)(C)C)N(C(=O)c1snc(C(N)=O)c1N)c1ccc2c(c1)OCCO2 (centres undefined)	-7	18	20	35	-0.3	22	-1.2	86*	31	20	1
O=C(CC(c1ccccc1)c1ccccc1O)NCCc1ccccc1 (centres undefined)	3	6	12	33	0.1	-20	-0.2	28	-42	0	2
O=S(=O)(NCc1c(Cl)cccc1Oc1ccccc1)c1ccccc1	2	20	14	3	0.2	-3	0.5	5	-2	6	-1
COc1ccc(C2=NCCn3c2c2ccc(C(F)(F)F)cc2[n+]3[O-])cc1	2	7	-17	-6	0.0	3	2.9	-19	-4	3	0
O=C1NC(Cc2ccccc2)c2nc3ccc(F)cc3c(=O)n2-c2ncccc21 (centres undefined)	15	-12	9	8	-0.3	-30	0.2	-4	-14	·	·
CC1CCCC(NC(=O)C2CCN(S(=O)(=O)N3CCC4(CC3)OCCO4)CC2)C1C (centres undefined)	3	3	-8	13	-0.1	12	2.2	21	7	-15	2
CCOC(=O)C1CCN(C(=O)CSc2cc(=O)n(CC)c3ccccc23)CC1	-9	23	-50	0	-0.1	-29	8.7	6	-6	1	-7
CS(=O)(=O)N1CCN(C(=O)Cc2ccc([N+](=O)[O-])cc2)CC1	1	3	0	0	-0.2	-29	-0.3	-4	-34	2	0
Cc1nc2ccc(C(=O)N/N=C/c3cc([N+](=O)[O-])ccc3O)cc2[nH]1	8	-1	4	7	-0.3	-3	3.0	10	-8	6	-4
CC1CCN(C(=O)c2ccc(COc3ccccc3Cl)o2)CC1	-2	1	-65	-110	0.2	-12	2.7	-32	-8	-6	-3
Cc1ccc(N2C(=O)C3C(c4ccccc4)N4CCCN4C3(C)C2=O)cc1 (centres undefined)	-10	11	17	12	0.2	-3	1.3	11	9	3	2
Cc1cc(Nc2ccc(Cl)cc2)nc(NCc2ccccc2)n1	-35	77	47	8	-0.3	33	-2.3	17	0	17	2
COC(=O)c1cc(NC(=O)CN(c2ccc3c(c2)OCO3)S(C)(=O)=O)ccc1Cl	1	3	11	15	0.0	-14	-1.6	7	17	7	4
COc1ccccc1NC(=O)C1CCCN(S(=O)(=O)c2ccc3[nH]c(=O)ccc3c2)C1 (centres undefined)	-6	19	9	5	0.0	-21	-1.8	-6	-26	·	1
O=C(CNS(=O)(=O)c1ccccc1)N/N=C\c1ccc(Cl)cc1	5	-30	2	-13	0.0	5	2.5	1	-14	5	0
COc1ccc(-c2ccc3oc(-c4ccsc4)cc(=O)c3c2)cc1F	13	-38	-100	-133	0.2	-29	-1.7	-28	-12	-41	·
O=C(/C=C/c1ccc2c(c1)OCO2)NCc1ccncc1	-1	5	1	2	-0.1	7	-0.3	-9	-8	-4	2
OCC[C@@H]1C[C@@H](O)[C@H](O)[C@]2(CCc3ccccc3O2)O1	13	3	11	9	-0.2	-18	9.0	9	-9	-2	4
COc1ccc(S(=O)(=O)N2CCCCCC2)cc1C(=O)OCc1c(C)noc1C	-4	10	24	21	-0.2	6	-1.2	-3	1	5	1
COc1ccc(S(=O)(=O)N2CCN(C3CCN(Cc4ccccc4)CC3)CC2)cc1	-11	11	2	21	0.1	14	-1.4	8	-9	1	0
O=S(=O)(c1ccccc1)N1CCN(S(=O)(=O)N2CCCCC2)CC1	12	-5	-1	-4	-0.1	16	-0.9	32	-21	6	7
NS(=O)(=O)c1ccc(CCNC(=O)CSc2ccc(Cl)cc2Cl)cc1	0	-4	22	17	0.3	-8	-0.4	6	-10	0	-3

# Bioassay records deposited in PubChem by several laboratories.
